# High-throughput results deposited in PubChem BioAssay by National Center for Advancing Translational Sciences (NCATS).
# USP1-UAF1 inh = inhibitors of human USP1/UAF1 deubiquitinase; Potency, µM (titrated, usually from 57.1 µM), for the others: at the top dose activity change, negative = inhibition, actives largely listed as inhibitors; O94782; AID 743255; hit rate 0.23% among 390,000; recombinant USP1/UAF1, Ub-Rhodamine cleavage fluorescence; also: potency is read from the fitted curve at half-maximal effect; % is scaled to controls: 0 for no effect and ±100 for the full control effect; nearly all actives have a fitted effect of over 60% in size; inactives centre near -12
#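 In this screen, compounds sit with the deubiquitinase complex (1nM) for 15 min at room temperature before Ub-Rho is added at 150nM final. Fluorescence rise is then followed for 6 reads every 60 seconds.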
# Pin1 inhibitor = blocks the human prolyl isomerase Pin1. AID 504891. hit rate 0.009% among 390,000. Potency, µM (highest dose often 115 µM), without a hit: at the top dose activity, negative = inhibition, actives largely listed as inhibitors. Pin1 FP peptide displacement, HiFluor488, 10 min. Q13526; active = well fitted inhibition curve with a large enough effect in the polarisation, with a control signal flat, not every such curve was filed as active; inconclusive = small, poorly fitted or top-dose-only effect, or effect the other way, or a change in a side signal; inactive = no such curve, though single readings can be large or run the other way; the % refers to the polarisation; also: potency is read from the fitted curve at half-maximal effect; % is scaled to controls: 0 for no effect and ±100 for the full control effect
# Target sequence (Q13526 whole entry, looked up): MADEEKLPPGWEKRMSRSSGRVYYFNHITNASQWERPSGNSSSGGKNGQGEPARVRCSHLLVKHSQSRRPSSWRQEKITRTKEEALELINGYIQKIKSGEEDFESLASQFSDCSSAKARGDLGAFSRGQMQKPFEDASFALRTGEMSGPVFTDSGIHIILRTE
# TrxR1 substrate = substrates of rat thioredoxin reductase 1. O89049. Potency, µM (highest dose often 114 µM), without a hit: at the top dose activity change, negative = substrate turnover. hit rate 0.01% among 390,000. purified TrxR1 substrate turnover, NADPH consumption readout; also: potency is read from the fitted curve at half-maximal effect; % is scaled to controls: 0 for no effect and ±100 for the full control effect; nearly all actives have a fitted effect of over 50% in size
# Target sequence (O89049 whole entry, looked up): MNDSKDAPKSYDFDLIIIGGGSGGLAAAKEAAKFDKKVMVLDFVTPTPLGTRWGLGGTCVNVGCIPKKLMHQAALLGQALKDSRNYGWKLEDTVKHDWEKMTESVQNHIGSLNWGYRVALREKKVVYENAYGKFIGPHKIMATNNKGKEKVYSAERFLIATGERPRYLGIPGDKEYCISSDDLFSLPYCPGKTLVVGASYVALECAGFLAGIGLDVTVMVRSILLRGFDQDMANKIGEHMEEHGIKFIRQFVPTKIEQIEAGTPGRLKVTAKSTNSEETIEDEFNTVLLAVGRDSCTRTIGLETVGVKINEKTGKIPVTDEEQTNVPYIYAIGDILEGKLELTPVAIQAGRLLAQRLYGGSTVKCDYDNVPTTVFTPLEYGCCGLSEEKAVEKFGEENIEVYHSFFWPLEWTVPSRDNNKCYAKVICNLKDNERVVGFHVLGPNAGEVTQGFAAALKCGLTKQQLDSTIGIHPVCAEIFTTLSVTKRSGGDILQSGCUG
#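 Rat TrxR1, dispensed at 90 nM, was prereduced with 400 uM NADPH (final) for 5 min at ~22 deg C, then incubated with compound 15 min before 400 uM selenite. A first-read NADPH fluorescence drop versus no-compound background flagged substrates.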
# HP1b chromo inh = HP1-beta chromodomain-methylated histone interaction inhibition. P83916. AlphaScreen HP1-beta / biotin-H3K9me3 peptide binding. Potency, µM (highest dose often 114 µM), inactives show at the top dose activity change, negative = inhibition, most hits filed as inhibitors. hit rate 0.56% among 390,000; also: potency is read from the fitted curve at half-maximal effect; nearly all actives have a fitted effect of over 70% in size; inactives centre near 23
#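 AlphaScreen: HP1-beta (50 nM) preformed 30 min with biotin-H3(1-18)K9me3 peptide (50 nM) in PBS pH 7.4, 0.01% Tween-20. Compound added for 30 min at RT, then streptavidin donor/nickel chelate acceptor beads (10 ug/mL) for 30 min.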
# PI4K2A inh = blocks human PI4K2A kinase activity. Q9BTU6. purified PI4K2A, ADP-Glo luminescence, 1 h; stronger effect = lower value. activity change, negative = inhibition, % at 76.9 µM. hit rate 0.13% among 420,000; in the data active = activity change below about -50%; inconclusive = mostly about -30% to -49%;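 also: -100% = wells without enzyme as full effect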
#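 In this quantitative HTS, ADP production by PI4K2A was quantified luminescently after 1 h at ambient temperature; 100 microM adenosine served as plate-quality control.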
# Tb PGK inh = inhibitors of T. brucei phosphoglycerate kinase. P07378. hit rate 0.043% among 380,000. PGK/GAPDH coupled, Kinase-Glo luminescence, 60 min. AID 602233. Potency, µM (doses to about 57.5 µM), for inactives: at the top dose activity change, negative = inhibition, usual class: inhibitors; also: potency is read from the fitted curve at half-maximal effect; % is scaled to controls: 0 for no effect and ±100 for the full control effect; nearly all actives have a fitted effect of over 60% in size
#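 Recombinant glycosomal PGK reaction used 1,3-bisphosphoglycerate generated in-well by GAPDH (100nM final) in 100mM TEA pH 7.6, 5mM MgCl2, 0.01% Tween-20. After 60 minutes at room temperature, ATP was read by Kinase-Glo Plus luminescence end-point.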
# GLS inhibitor = glutaminase GLS (human) inhibition. Potency, µM (doses to about 45.5 µM), inactives show at the highest dose activity change, negative = inhibition, usual class: inhibitors. AID 624170. GLS enzymatic activity, qHTS titration. hit rate 0.21% among 410,000; also: potency is read from the fitted curve at half-maximal effect; % is scaled to controls: 0 for no effect and ±100 for the full control effect
#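 Glutamate formation by hKGA was monitored fluorometrically using coupled glutamate oxidase, HRP and Amplex Red. Substrate was added as 1 mM L-glutamine solution; incubation was 30 min at RT after an initial read.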
# mIDH1 inhibitor = human IDH1 R132H inhibition; AID 602179; O75874; Potency, µM (series often up to 76.6 µM), for the others: at the top dose activity change, negative = inhibition, hits mostly inhibitors; IDH1-R132H enzyme, NADPH consumption, diaphorase/resazurin fluorescence; hit rate 0.093% among 390,000; also: potency is read from the fitted curve at half-maximal effect; % is scaled to controls: 0 for no effect and ±100 for the full control effect; nearly all actives have a fitted effect of over 65% in size
# Target sequence (O75874 whole entry R132H, stated change not applied): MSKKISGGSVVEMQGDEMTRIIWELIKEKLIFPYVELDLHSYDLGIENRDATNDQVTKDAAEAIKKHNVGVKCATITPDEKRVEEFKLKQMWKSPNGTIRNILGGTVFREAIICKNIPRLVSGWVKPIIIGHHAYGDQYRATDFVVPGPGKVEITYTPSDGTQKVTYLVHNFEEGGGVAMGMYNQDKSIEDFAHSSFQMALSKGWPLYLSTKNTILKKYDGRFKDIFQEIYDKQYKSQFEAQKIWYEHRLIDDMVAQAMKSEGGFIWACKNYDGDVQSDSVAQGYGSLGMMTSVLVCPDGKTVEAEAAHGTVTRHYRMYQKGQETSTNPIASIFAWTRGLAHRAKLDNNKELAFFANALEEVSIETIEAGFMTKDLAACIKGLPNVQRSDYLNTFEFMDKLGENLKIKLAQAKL
#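 IDH1-R132H (0.5 ug/mL dispensed) in pH 7.5 Tris buffer was preincubated 30 min with compound, then given a substrate mix of 0.016 mM NADPH and 2 mM alpha-KG for 80 min at room temperature; remaining NADPH was read by diaphorase/resazurin fluorescence.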
# rTrxR1 inhibitor = inhibitors of rat thioredoxin reductase 1 | recombinant rTrxR1, NADPH fluorescence consumption, selenite substrate | Potency, µM (series often up to 114 µM), for the others: top-dose activity change, negative = inhibition, most hits filed as inhibitors | hit rate 1% among 390,000 | AID 588453; also: potency is read from the fitted curve at half-maximal effect; % is scaled to controls: 0 for no effect and ±100 for the full control effect; nearly all actives have a fitted effect of over 65% in size
#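 Rat TrxR1 (90 nM in the dispensed reagent) was pre-reduced with 400 uM NADPH for 5 min at room temperature, then incubated with compound for 15 min. After 400 uM selenite was added, NADPH fluorescence (Ex 340/Em 450 nm) was followed for 8 min.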
# Starred values were filed as active, the others as inactive; i = inactive; ? = inconclusive; / = no result given; [ ] = another dose, or the depositor's remark. Unless noted, calls follow the shape of the dose curve; as a rule, active = well fitted curve in the direction sought with a large enough effect; inconclusive = small, poorly fitted or top-dose-only effect, or another doubt; inactive = no such curve, though single readings can be large; an effect the other way counts as inactive or inconclusive. The list is partial, so the mix of outcomes need not match the whole.
USP1-UAF1 inh	Pin1 inhibitor	TrxR1 substrate	HP1b chromo inh	PI4K2A inh	Tb PGK inh	GLS inhibitor	mIDH1 inhibitor	rTrxR1 inhibitor	SMILES
-3%	-5%	1%	37%	2	-5%	25%	4%	22%	COc1ccc(C(=O)c2cn[nH]c2-c2cc(C)ccc2O)cc1
-25%	-6%	-2%[57.1 µM]	16%	-2	i	4%	23%	19%[57.1 µM]	O=C(CN1N=C(c2ccc(Cl)cc2)CCC1=O)NCc1ccc(F)cc1
-10%	-2%	9%	1%	2	-10%	1%	-8%	34%	CC(C)c1ccc(-c2nnn(CC(=O)N3CCCCC3)n2)cc1
-18%	5%	-3%[57.1 µM]	13%	-6	-3%	0%	4%	3%[57.1 µM]	CCC1C(=O)Nc2nc(-c3ccccc3)c(-c3ccccc3)n2N=C1C (centres undefined)
-22%	-8%	10%	57%[activator]	-2	i	-4%	9%	11%	NCCc1nnc(SCc2ccc(F)cc2)o1
-12%	?	0%	46%	-2	-5%	1%	3%	-5%	CCOC(=O)c1[nH]c2ccc(Br)cc2c1NC(=O)CCN1CCN(C(=O)OCC)CC1
-15%	24%	-5%	23%	-3	-3%	0%	2%	9%	CCOc1ccc(CCNC(=O)Cc2ccc(S(=O)(=O)N3CCOCC3)s2)cc1OCC
-22%	-4%	13%	30%	-1	-17%	-2%	1%	43%[activator]	COC(=O)Nc1ccc(S(=O)(=O)N2CCCC(C(=O)N3CC(C)OC(C)C3)C2)cc1 (centres undefined)
-3%	3%	7%	25%	3	6%	9%	2%	11%	Cc1cc(C)c(S(=O)(=O)N2CCCCC2CCNC(=O)C(=O)NCc2cccnc2)c(C)c1 (centres undefined)
-14%	5%	11%	17%	0	/	6%	/	15%[11.4 µM]	CCOc1cc(C#N)c(NC(=O)c2ccc(OC)c(S(=O)(=O)N3CCCCC3)c2)cc1OCC
-6%	-1%	-7%	32%	11	0%	-7%	9%	-7%	CN(C)C(=O)c1ccc(-n2nc(C(F)(F)F)c3c2CCCC3)cc1
-15%	-3%	5%	31%	4	2%	0%	-1%	7%	O=C(O)CCN1C(=O)c2ccc(Oc3ccc4c(c3)C(=O)N(CCC(=O)O)C4=O)cc2C1=O

USP1-UAF1 inh	Pin1 inhibitor	TrxR1 substrate	HP1b chromo inh	PI4K2A inh	Tb PGK inh	GLS inhibitor	mIDH1 inhibitor	rTrxR1 inhibitor	SMILES
/	-5%	-7%	25%	/	/	/	/	-2%	COc1cc(NC(=O)CSc2nnc3c(n2)[nH]c2ccc(OC)cc23)cc(OC)c1
-20%	-1%	8%[57.1 µM]	16%	0	-7%	1%	0%	9%[57.1 µM]	COC(=O)c1cccc(NC(=S)N2CCCCC2)c1
-14%	-4%	-7%	95%[activator]	-1	i	8%	6%	5%	O=S(=O)(NCCSc1ccc(Cl)cc1)c1ccc(F)cc1
8%	/	180%[activator]	45µM*	-28	?	?	3%	?	COc1ccc(NC(=O)CN(C)C(=O)c2cc(-c3ccco3)nc3ccccc23)cc1
-20%	/	/	/	-27	-18%	-10%	11%	/	O=C(CNC(=O)c1cccc(-n2cccc2)c1)Nc1ccccc1Br
2%	6%	5%[57.1 µM]	11%	-3	1%	0%	3%	-16%[11.4 µM]	CC(OC(=O)c1ccc(S(=O)(=O)NCc2ccco2)cc1)C(=O)Nc1ccccc1 (centres undefined)
-23%	6%	6%	36%	-3	1%	1%	-20%	24%	Cc1ccc(NC(=O)c2nc[nH]c2C(=O)NCCCNC(=O)c2[nH]cnc2C(=O)Nc2ccc(C)cc2)cc1
-6%	-3%	44%[activator]	30%	5	-8%	1%	0%	7%	CSc1ccc(/C=N/NC(=O)COc2ccc(Br)cc2Cl)cc1
-20%	5%	41%[activator]	30%	-1	-5%	-7%	4%	17%	COc1ccc(-n2cc(CN[C@H]3CCCCNC3=O)c(-c3cccc(F)c3)n2)cc1
-18%	-1%	7%[57.1 µM]	9%	-1	i	12%	5%	8%[57.1 µM]	CC(NC(=O)Cc1ccccc1)C1COc2ccccc2O1 (centres undefined)
-14%	1%	-16%	38%	-8	-6%	-4%	1%	-15%	COc1ccc(NC(=O)C(C)Sc2nnc(C3CC3)n2C2CC2)cc1 (centres undefined)
19%	-10%	6%[57.1 µM]	7%[57 µM]	-3	-3%	-5%	-3%	14%[57.1 µM]	CC(C)C1(C2CCCC2)NC(=O)NC1=O (centres undefined)

# In the list so far, two contain two or more sulfur atoms:
USP1-UAF1 inh	Pin1 inhibitor	TrxR1 substrate	HP1b chromo inh	PI4K2A inh	Tb PGK inh	GLS inhibitor	mIDH1 inhibitor	rTrxR1 inhibitor	SMILES
-15%	24%	-5%	23%	-3	-3%	0%	2%	9%	CCOc1ccc(CCNC(=O)Cc2ccc(S(=O)(=O)N3CCOCC3)s2)cc1OCC
-14%	-4%	-7%	95%[activator]	-1	i	8%	6%	5%	O=S(=O)(NCCSc1ccc(Cl)cc1)c1ccc(F)cc1

# (list continues)
USP1-UAF1 inh	Pin1 inhibitor	TrxR1 substrate	HP1b chromo inh	PI4K2A inh	Tb PGK inh	GLS inhibitor	mIDH1 inhibitor	rTrxR1 inhibitor	SMILES
-5%	/	/	/	-9	-2%	0%	-4%	/	CCCN(C(=O)CSCc1ccc(C)cc1)c1c(N)n(Cc2ccccc2)c(=O)[nH]c1=O
-32%	?	-5%[57.1 µM]	32%	-2	-12%	-2%	-9%	-15%[57.1 µM]	O=c1c(O[C@H]2O[C@@H](CO)[C@H](O)[C@@H](O)[C@@H]2O)c(-c2ccc(O)cc2)oc2cc(O)cc(O)c12
-6%	2%	-3%	23%	3	-3%	-9%	-1%	3%	O=C(CN1C(=O)c2ccccc2C1=O)NCc1ccc(N2CCOCC2)cc1
-9%	0%	-5%	-42%	3	-6%	43%[activator]	4%	-3%	CCN(CCNC(=O)C1CCCN(Cc2nc(-c3ccc(OC)cc3)oc2C)C1)c1ccccc1 (centres undefined)
?	-3%	-2%	21%	-5	?	3%	-4%	-3%[57.1 µM]	COC(=O)c1cc(=O)c2c(C)nc(C(Cl)(Cl)Cl)nc2[nH]1
-10%	-1%	4%[57.1 µM]	35%	-20	-12%	14%	2%	6%[57.1 µM]	CC1CCC(=NNC(=O)c2ccccc2-n2cccc2)CC1 (centres undefined)
?	?	6%	?	-1	2%	?	14%	7%[57.1 µM]	C#CCOCCOCCOCCNc1nc(N2CCN(C(=O)CCCCCCCCCCNC(=O)Cn3cc(C[C@@H](C)O)nn3)CC2)nc(N2CCN(C(=O)CCCCCCCCCCNC(=O)[C@H](CCCN=C(N)N)n3cc(C[C@@H](C)CC)nn3)CC2)n1
-13%	17%	10%	15%	-2	13%	2%	1%	30%	Cc1ccc(S(=O)(=O)N2CCOC23CCN(S(=O)(=O)c2cccs2)CC3)cc1
?	?	9%	2%	-7	-6%[11.5 µM]	?	2%	17%	CCOc1ccc(Nc2nc(Cc3nnc(SCC(=O)O)o3)cs2)cc1
-1%	46%[activator]	-8%	-9%	1	7%	-2%	-3%	-2%	COc1ccc(C)cc1NC(=O)C1CCN(S(=O)(=O)c2cccc3cccnc23)CC1
-9%	3%	-9%	1%	-2	-3%	7%	-2%	-8%	COc1cccc(C2=NOC(C(=O)N3CCN(Cc4ccccc4)CC3)C2)c1OC (centres undefined)
-21%	-2%	7%	-14%	1	-1%	24%	5%	?	CCc1ccc(NC2Nc3cc(C)nn3S2)cc1 (centres undefined)

USP1-UAF1 inh	Pin1 inhibitor	TrxR1 substrate	HP1b chromo inh	PI4K2A inh	Tb PGK inh	GLS inhibitor	mIDH1 inhibitor	rTrxR1 inhibitor	SMILES
-10%	?	1%	?	17	0%	-8%	2%	0%	Cc1cccc(NC(=S)NCCC(c2ccccc2)c2ccccc2)c1
-8%	?	9%[57.1 µM]	79%[activator]	-1	-5%	-3%	1%	16%[57.1 µM]	CCN(CC)S(=O)(=O)c1ccc(C(=O)Nc2nc3ccc(Cl)cc3s2)cc1
-7%	0%	6%	20%	1	4%	9%	5%	13%	Nc1c(Cl)c(Cl)nc(C(=O)OCC(=O)NC2CCCCC2)c1Cl
-17%	-3%	7%[57.1 µM]	3%	1	-8%	6%	2%	5%[57.1 µM]	CC(=O)c1ccc(-n2ccnc2)cc1
-1%	8%	-3%	10%	-7	-1%	12%	-9%	18%	CCC(C)C(NC(=O)C1CCC(=O)N1C(=O)OCc1ccccc1)C(=O)NC(Cc1ccccc1)C(N)=O (centres undefined)
?	/	/	/	-2	-7%	-1%	6%	/	CN1CCN(c2ccc(S(=O)(=O)N3CCCCC3)cc2NC(=O)CSC(C)(C)C)CC1
7%	-23%	-6%	3%	1	-4%	-9%	16%	?	COc1cc(CNc2ccc3[nH]c(=O)[nH]c3c2)cc(Cl)c1OCc1ccccc1F
-13%	-3%	-4%	10%	-7	7%	14%	-1%	3%	CCOC(=O)N1CCC(n2c(SCC(=O)OCc3ccccc3)nc3ccsc3c2=O)CC1
-23%	-2%	0%	15%	2	-2%	-3%	6%	-1%	O=S(=O)(c1ccc(Cl)cc1)c1nc(-c2ccco2)oc1N1CCOCC1
-23%	0%	-2%[57.1 µM]	36%	-3	i	-2%	-18%	4%[57.1 µM]	CCO[C@@H]1OC(C(=O)NCc2nc3ccccc3[nH]2)=C[C@H](c2ccc(C(F)(F)F)cc2)[C@H]1CCCO
-8%	-1%	-7%	60%[activator]	4	i	-1%	-3%	-12%	O=C(NC1CC1)C1CCCN1C(=O)NC1CCCCC1 (centres undefined)
